N-glyco inh – blocks N-linked glycosylation in D54 reporter cells. D54 ERlucT glycosylation luciferase reporter, 24 h; percent of 100 nM tunicamycin response. reporter increase, % at 12.5 µM. hit rate 0.23% among 360,000. AID 588692;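 active = mean luciferase reporter signal, scaled so untreated is 0 and the glycosylation-blocking control 100, at or above a set limit in every replicate; inconclusive = mean reaches the limit but not every replicate does; inactive = mean below the limit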;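 also: luciferase carries N-glycosylation sites so blocking glycosylation raises the light; 0% = median of neutral control wells and 100% = median of 100 nM tunicamycin wells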
Granule exo inh – lytic granule exocytosis inhibition; TALL-104 LAMP-1 surface exposure, flow cytometry; cells stimulated with thapsigargin and PMA; inhibition, % at 10 µM; hit rate 0.66% among 360,000; AID 651702;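 active = inhibition above about 55%, limit read from the data; inconclusive = no clear call, values can overlap the other calls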
aDG glyco act – increases alpha dystroglycan glycosylation. hit rate 0.22% among 360,000. Pro5-aDG cells, alpha-DG glycosylation AlphaScreen (IIH6); 0% Pro5, 100% B10-LARGE cell signal. activation, % at 10 µM;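 active = activation of at least 8% versus controls, or a plate z-score of at least 8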;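 also: Pro5 are CHO cells carrying HIG-tagged alpha-DG that lacks glycosylation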
ABHD5-PLIN5 inh – ABHD5-PLIN5 protein interaction inhibition | Q00G26+Q8WTS1 | inhibition, % at 4 µM | hit rate 0.78% among 360,000 | Split G. princeps luciferase complementation, luminescence, 4 h | AID 602281;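 active = inhibition above the mean inhibition across every tested compound plus 3 SD, cut at about 22% in these data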;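 also: 0% = DMSO only wells and the 100% control is not disclosed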
Target sequence (Q00G26 whole entry, looked up): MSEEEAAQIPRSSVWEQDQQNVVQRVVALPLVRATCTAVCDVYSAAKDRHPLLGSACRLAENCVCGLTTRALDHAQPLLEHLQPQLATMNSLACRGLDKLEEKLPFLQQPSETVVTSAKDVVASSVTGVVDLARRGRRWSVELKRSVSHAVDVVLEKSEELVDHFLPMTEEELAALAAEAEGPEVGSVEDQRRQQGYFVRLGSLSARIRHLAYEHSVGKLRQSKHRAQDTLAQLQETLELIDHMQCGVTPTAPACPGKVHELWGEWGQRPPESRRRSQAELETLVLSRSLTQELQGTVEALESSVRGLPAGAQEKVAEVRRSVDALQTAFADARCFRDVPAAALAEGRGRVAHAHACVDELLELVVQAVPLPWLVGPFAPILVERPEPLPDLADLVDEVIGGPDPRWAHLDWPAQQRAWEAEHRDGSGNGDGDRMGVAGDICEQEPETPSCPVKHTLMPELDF
Target sequence (Q8WTS1 whole entry, looked up): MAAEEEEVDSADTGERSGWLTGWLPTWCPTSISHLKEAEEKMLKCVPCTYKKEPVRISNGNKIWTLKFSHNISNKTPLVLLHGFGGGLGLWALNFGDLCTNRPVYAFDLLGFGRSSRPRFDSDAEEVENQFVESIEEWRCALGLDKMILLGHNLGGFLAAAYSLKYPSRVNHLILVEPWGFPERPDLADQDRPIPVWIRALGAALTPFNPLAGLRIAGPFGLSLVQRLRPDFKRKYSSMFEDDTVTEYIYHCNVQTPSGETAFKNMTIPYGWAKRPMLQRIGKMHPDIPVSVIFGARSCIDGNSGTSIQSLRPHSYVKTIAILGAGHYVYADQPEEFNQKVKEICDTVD
ABCB6 inh 2 – blocks the human ABCB6 transporter; Q9NP58; K562-ABCB6 porphyrin accumulation, flow cytometry, 1 h; stronger effect = lower value; fluorescence ratio to DMSO, % at 10 µM; hit rate 0.19% among 360,000; AID 602162;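 active = fluorescence ratio to DMSO below 75%, the collection mean minus 3 SD; inconclusive = too few cells collected in the well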;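 also: signal is porphyrin accumulated inside mitochondria; 100% equals median channel fluorescence of DMSO control wells; lower ratio means ABCB6 inhibition with less porphyrin fluorescence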
MC4R antagonist – antagonists of human melanocortin 4 receptor (MC4R); P32245; MC4R-expressing cells, MTII-stimulated cAMP, LANCE TR-FRET; inhibition, % at 6.5 µM; hit rate 0.48% among 360,000; AID 540295;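 active = inhibition above its plate's cutoff, the mean of tested wells on that plate plus 3 SD, cut at about 29% in these data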;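 also: 0% = Melanotan II alone and 100% = Melanotan II plus saturating MCL0020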
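Assay system: U2OS-MC4R stable cell line; Also added: Melanotan II; Technique: Eu-cAMP/anti-cAMP TR-FRET, emission 671 nm; Times: 30-min compound, 1-h challenge, 1-h detection, room temperature.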
NOD2 RIPK2 PPI – NOD2-RIPK2 protein interaction inhibition; AID 624267; CHO BLA complementation NOD2-RIPK2, CCF4 ratio; hit rate 0.38% among 360,000; inhibition, % at 4.98 µM; in the data active = inhibition above about 21%;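 also: 0% = vehicle only and 100% = reference blocker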
MC4R barr agon – agonists of human melanocortin 4 receptor (MC4R) beta-arrestin | P32245 | U2OS MC4R beta-arrestin complementation, luminescence; percent of melanotan II response, DMSO zero | activation, % at 8.9 µM | hit rate 0.98% among 360,000;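 active = activation above a per-plate cutoff, the mean activation of sample wells on that plate plus 3 SD, cut at about 8% in these data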
TLR9-MyD88 inh – inhibitors of human TLR9-MyD88 binding. Q9NR96+Q99836. AID 504734. CHO BLA complementation TLR9-MyD88, CCF4 FRET ratio. hit rate 0.21% among 340,000. inhibition, % at 4.98 µM;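 active = inhibition above the mean over all tested compounds plus 3 SD, cut at about 21% in these data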;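 also: 0% = DMSO only wells and 100% = clavulanate BLA inhibitor control wells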
Vif inh – HIV Vif inhibition; HEK293T cells, Vif self-association by quenched fluorescence, imaging, 24 h; inhibition, % at 7.49 µM; hit rate 0.35% among 340,000; AID 602346; in the data active = inhibition above about 50%, passing the limit was not always enough; inconclusive = no clear call, values can overlap the other calls; inactive = below about 31%; also: some results filed as inactive read as strong as hits
Active calls of the source: *; i = inactive; ? = inconclusive; . = not tested or not shown. This is a subset; count on the stated rates, not on these rows.

entry	N-glyco inh	Granule exo inh	aDG glyco act	ABHD5-PLIN5 inh	ABCB6 inh 2	MC4R antagonist	NOD2 RIPK2 PPI	MC4R barr agon	TLR9-MyD88 inh	Vif inh	compound
1	1	1	0.4	4	100	9	-2	0.8	-13	-6	NC(=O)NC(=O)COC(=O)c1ccccc1Oc1ccccc1
2	0	-1	2.0	-7	105	4	1	1.8	5	.	CCCNC(=O)NCCc1c(C)[nH]c2ccccc12
3	0	-5	-0.1	1	99	3	-3	-0.8	-2	12	CCOC(=O)N1CCN(Cc2nc3ccc([N+](=O)[O-])cc3c(=O)n2-c2cccc(OC)c2)CC1
4	3	-2	0.2	-3	100	3	-8	0.8	-2	.	CSC1=N/C(=C\c2ccc3c(c2)OCO3)C(=O)S1
5	1	-5	-0.2	13	96	12	5	-1.6	-13	7	COc1ccc(S(=O)(=O)N2CCC(C(=O)N[C@@H](C)C(=O)NCc3ccc(F)cc3)CC2)cc1
6	1	-2	-0.1	0	94	-3	4	-0.3	-5	-3	CCSc1nc(N)c2c(C)c(C)sc2n1
7	-2	2	-0.3	7	97	-5	-12	-1.5	6	7	COc1ccc(CN2CCC(n3nccc3NC(=O)C3CCCC3)CC2)c(OC)c1
8	1	2	0.8	-5	84	4	1	-1.8	8	8	COc1ccc(NC(=O)CC2C(=O)N(c3cccc(C)c3)C(=O)N2C2CCCCC2)cc1 (configuration not stated)
9	0	0	0.1	1	92	-1	-12	0.1	-14	-4	C=CCn1cnc2c(NCc3ccccc3)ncnc21
10	-1	5	0.5	13	93	9	-5	5.4	5	-3	COc1cccc(NC(=S)N(Cc2ccc(C(=O)O)cc2)Cc2ccc(OC)c(OC)c2)c1

entry	N-glyco inh	Granule exo inh	aDG glyco act	ABHD5-PLIN5 inh	ABCB6 inh 2	MC4R antagonist	NOD2 RIPK2 PPI	MC4R barr agon	TLR9-MyD88 inh	Vif inh	compound
11	2	1	0.6	3	99	19	-1	1.2	1	?	CCc1cccc(OCCCCN(CC)CC)c1
12	-1	-2	0.0	0	96	-1	-3	0.0	-7	1	Cc1cc(C)nc(N2CCCC(C(=O)NCCC3=CCCCC3)C2)n1 (configuration not stated)
13	1	0	-0.4	-1	93	4	-1	0.1	3	-5	O=C(NC(Nc1nc2ccccc2s1)(C(F)(F)F)C(F)(F)F)c1ccccc1
14	3	?	0.0	0	101	12	-7	-1.2	1	1	Cc1csc(NC(=O)CSc2ccc3nnc(CCNS(=O)(=O)c4ccccc4)n3n2)n1
15	-1	-4	0.2	-12	96	4	0	0.1	0	40	CCCN1CCC(=O)N([C@H](COc2ccccc2)c2ccccc2)CC1
16	-1	2	-0.1	15	93	5	-6	1.2	3	0	c1cn2c(Nc3ccc4c(c3)OCCO4)c(-c3ccc(N4CCOCC4)cc3)nc2cn1
17	-1	-1	0.1	1	92	23	-2	-5.4	-5	-5	Cc1cc(=O)oc2cc(OC(=O)C3CCN(C(=O)c4ccc(F)cc4)CC3)ccc12
18	1	-1	0.0	3	98	-1	-4	0.1	-1	.	CCCCCCCCCC(=O)NNC(=O)c1c(O)c2ccccc2n(CC)c1=O
19	3	-2	-0.1	-3	94	-1	-6	0.5	6	-1	N#CCSc1ccsc1C(=O)Nc1ccc(F)cc1
20	1	-1	-0.1	4	99	7	-5	-2.3	-6	6	COc1ccc(NC(=O)CN(C)S(=O)(=O)c2cnc[nH]2)cc1Cl

entry	N-glyco inh	Granule exo inh	aDG glyco act	ABHD5-PLIN5 inh	ABCB6 inh 2	MC4R antagonist	NOD2 RIPK2 PPI	MC4R barr agon	TLR9-MyD88 inh	Vif inh	compound
21	0	10	0.1	-2	97	-2	6	3.0	-2	-1	O=C(N/N=C/c1ccccc1OC(F)F)NC1CCCCC1
22	1	2	-0.2	1	96	-5	-9	-4.0	-12	3	COc1cccc(C(=O)OCC(=O)NC2CCCc3ccccc32)c1O (configuration not stated)
23	2	6	-0.2	2	104	7	-10	-2.5	-12	8	COc1cc(/C=C2\C(=O)ON=C2c2ccccc2)cc(OC)c1OC
24	1	0	0.1	-1	103	10	-8	1.1	.	-16	Cc1ccc(C)c(OCCn2cc(C(=O)O)c3ccccc32)c1
25	2	7	-0.2	8	92	-1	-6	-0.7	-4	-3	O=C(CCc1c[nH]c2ccccc12)N[C@@H](Cc1c[nH]c2ccc(O)cc12)C(=O)O
26	1	-2	0.0	-4	98	1	-9	0.2	-2	4	Cc1ccccc1NC(=O)C(=O)NC(C)CCc1ccccc1 (configuration not stated)
27	-1	-2	0.0	-3	100	2	11	-1.4	1	-1	O=[N+]([O-])c1ccc(S(=O)(=O)Nc2ccc3c(c2)OCCO3)cc1
28	2	0	0.0	-3	101	4	12	-2.9	8	-3	O=C(CSc1cccc[n+]1[O-])Nc1ccccc1Oc1ccccc1
29	-1	-1	-0.1	5	i	7	4	-1.6	2	7	O=c1c(/C=C(\O)c2ccc(F)cc2)nc2ccccc2n1-c1ccccc1
30	0	7	0.0	2	99	13	-2	-1.2	-4	-15	Cc1cc(OCC(=O)Nc2ccc3oc(-c4ccncc4)nc3c2)ccc1Cl

entry	N-glyco inh	Granule exo inh	aDG glyco act	ABHD5-PLIN5 inh	ABCB6 inh 2	MC4R antagonist	NOD2 RIPK2 PPI	MC4R barr agon	TLR9-MyD88 inh	Vif inh	compound
31	1	-1	0.0	-1	92	-4	-3	-1.4	3	9	Nc1nc(SCC(=O)Nc2cc(C(F)(F)F)ccc2N2CCOCC2)n[nH]1
32	-2	15	0.0	-2	98	13	1	-2.0	-6	0	O=C(NCc1ccccc1)C(c1ccccc1F)N(CC1CCCO1)C(=O)c1ccccn1 (configuration not stated)
33	.	-7	-0.3	1	96	.	5	.	.	.	CCOC(=O)[C@]12CCC=C1N(Cc1ccc3c(c1)OCO3)C(=O)[C@H](CC(=O)NCCCOC)C2
34	-2	4	0.1	-3	97	8	0	4.4	1	9	COc1ccc(/C=C/c2cc(=O)c3cc(Cl)ccc3o2)cc1
35	0	-1	0.2	1	108	7	0	0.3	-12	7	CCOc1c(Cl)cc(CNCC(C)C)cc1OC
36	1	-1	-0.1	3	100	4	1	-0.3	.	.	CC(C)N1CCC(C)(C(=O)Nc2cccc3c2CCCC3)C1 (configuration not stated)
37	-2	2	-0.4	-13	94	11	-2	-2.5	-5	-6	O=C(Nc1ccccc1)c1cc([N+](=O)[O-])ccc1NC1CCCCC1
38	-1	6	0.0	25*	88	-7	14	-0.3	-4	21	Cc1ccccc1-n1c(=O)cc(N2CCN(C(=O)c3ccco3)CC2)[nH]c1=O
39	.	-5	0.0	0	103	4	-9	-3.0	-2	.	O=C(N/C(=C\c1ccccc1)C(=O)N1CCOCC1)c1cccc(Br)c1
40	-3	-4	0.3	7	101	-1	-6	3.2	0	-1	CCOC(=O)CSc1nc2c(sc(=S)n2-c2ccccc2OC)c(=O)n1Cc1ccco1

One compound at a time, as listed above:
Cc1csc(NC(=O)CSc2ccc3nnc(CCNS(=O)(=O)c4ccccc4)n3n2)n1 is listed as N-glyco inh: 3; Granule exo inh: ?; aDG glyco act: 0.0; ABHD5-PLIN5 inh: 0; ABCB6 inh 2: 101; MC4R antagonist: 12; NOD2 RIPK2 PPI: -7; MC4R barr agon: -1.2; TLR9-MyD88 inh: 1; Vif inh: 1
CCOC(=O)[C@]12CCC=C1N(Cc1ccc3c(c1)OCO3)C(=O)[C@H](CC(=O)NCCCOC)C2 is listed as N-glyco inh: .; Granule exo inh: -7; aDG glyco act: -0.3; ABHD5-PLIN5 inh: 1; ABCB6 inh 2: 96; MC4R antagonist: .; NOD2 RIPK2 PPI: 5; MC4R barr agon: .; TLR9-MyD88 inh: .; Vif inh: .

New compounds follow.
entry	N-glyco inh	Granule exo inh	aDG glyco act	ABHD5-PLIN5 inh	ABCB6 inh 2	MC4R antagonist	NOD2 RIPK2 PPI	MC4R barr agon	TLR9-MyD88 inh	Vif inh	compound
41	4	-4	0.2	-2	98	0	-5	0.5	1	.	COc1cc(C)c(S(=O)(=O)N2CCOCC2)cc1C(C)C
42	-1	1	-0.1	0	85	5	0	-1.7	3	-12	Cc1ccc2c(CN3CCN(S(=O)(=O)/C=C/c4ccccc4)CC3)cc(=O)oc2c1
43	0	0	-0.4	0	96	3	-5	-0.5	1	-15	CCOC(=O)N1CCN(CCC(=O)Nc2ccc(Br)cc2)CC1
44	1	-14	0.1	3	81	15	-4	-2.0	0	-10	COC(=O)c1ccccc1-n1c(CCC(=O)O)ccc1-c1ccccc1
45	0	15	0.7	-3	103	18	-5	0.1	4	8	O=S(=O)(c1ccc(Br)cc1)N1CCC(c2nc3ccccc3[nH]2)CC1
46	1	-3	0.1	7	102	-64	-6	3.5	.	2	COc1ccccc1N1C(=O)[C@@H]2C(C(=O)CN3C(=O)c4ccccc4C3=O)=NN[C@@H]2C1=O
47	3	0	-0.1	-2	99	1	-5	6.1	-2	7	COc1ccc(NC(=O)c2ccc(Br)o2)c([N+](=O)[O-])c1
48	-2	1	0.4	7	93	4	7	18*	-8	0	COc1ccccc1C(=O)Nc1ccc2oc(-c3ccc(F)cc3)nc2c1
49	0	-5	-0.1	9	100	1	0	-1.5	3	10	NC(=O)CN1C(=O)C(=O)N(Cc2cccc(C(F)(F)F)c2)C1=O
50	-1	4	0.1	-2	92	10	9	-0.6	0	-3	C=CCC[C@@H](Cc1ccc(F)cc1)C(=O)OCCNC(=O)[C@@H](CC=C)CC(=O)N[C@H](CO)Cc1ccccc1

entry	N-glyco inh	Granule exo inh	aDG glyco act	ABHD5-PLIN5 inh	ABCB6 inh 2	MC4R antagonist	NOD2 RIPK2 PPI	MC4R barr agon	TLR9-MyD88 inh	Vif inh	compound
51	1	-2	-0.3	1	99	19	-12	-0.7	3	-5	Cc1ccc(NC(=O)c2ncn[nH]2)cc1
52	2	-2	0.2	-2	88	6	-4	0.2	-7	16	CCOC(=O)CC(=O)c1cc(OC)c(OC)c(OC)c1
53	2	4	-0.2	1	82	0	-4	-2.1	4	0	COc1ccc(OCCNC(=O)C(Cc2c[nH]c3ccccc23)NC(C)=O)cc1 (configuration not stated)
54	-1	9	0.5	7	98	12	-10	-0.9	5	-7	CCOC(=O)c1c(C)oc2c1c1c(c3ccccc32)OCN(CCCC(=O)O)C1
55	0	19	-0.1	1	98	7	2	1.9	-9	1	COc1ccc(CN2C3CCCC2CC(NC(=O)Nc2ccccc2)C3)cc1 (configuration not stated)
56	-4	-1	-0.1	-4	106	16	10	1.7	.	-1	CC1(C(=O)Nc2cccc3c2CCCC3)CCN1C(=O)CCc1ccc(Cl)cc1Cl (configuration not stated)
57	1	-1	0.3	4	86	-2	2	0.0	0	-3	Cc1ccc(NC(=O)c2cccc(OCc3c(C)noc3C)c2)c(C)c1
